# High-throughput results deposited in PubChem by National Center for Advancing Translational Sciences (NCATS).
# Luc counter = blocks Kinase-Glo luciferase, a counter-screen artifact; Q27757; Kinase-Glo luciferase, ATP luminescence, 8 min; Potency, µM (doses to about 38.3 µM), inactives show at the top dose activity change, negative = inhibition, actives largely listed as inhibitors; hit rate 0.28% among 200,000; also: potency is read from the fitted curve at half-maximal effect; % is scaled to controls: 0 for no effect and ±100 for the full control effect; nearly all actives have a fitted effect of over 60% in size
#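 Substrate mix (final 50 mM imidazole pH 7.2, 50 mM KCl, 7 mM MgCl2, 10 uM ATP, 0.01% Tween 20, 0.05% BSA) plus pin-tool compound, then Kinase-Glo detection mix; 8 min ambient, luminescence read.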
# IMPase Li inh = membrane-permeable IMPase blocker, potentiated with lithium; CHO-M1 cells, IP1 TR-FRET (IP-One), carbachol + lithium; Potency, µM (doses to about 59.4 µM), for the others: at the highest dose activity, negative = IMPase inhibition, hits mostly inhibitors; hit rate 0.35% among 210,000;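 also: IP1 builds up when IMPase is blocked and the TR-FRET signal falls; potency is read from the fitted curve at half-maximal effect; plate controls were basal vehicle for no effect and high inhibitor control for full effect; nearly all actives have a fitted effect of over 50% in size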
#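 CHO cells stably expressing M1 receptor (2000/well, cultured 16–30 h) treated 30 min at 37C with compound plus low lithium. Cytosolic IP1 by TR-FRET (665/620 ratio and 620 channel) after 10 min lysis; AC50 by Hill fit.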
# HttQ103 aggreg = mutant huntingtin aggregation inhibition | PC12 HttQ103-GFP aggregates, Acumen cytometry, 40 h | Potency, µM (titrated, usually from 46.1 µM), for the others: top-dose activity change, negative = inhibition, hits mostly inhibitors | hit rate 1.1% among 220,000 | AID 1688; also: potency is read from the fitted curve at half-maximal effect; % is scaled to controls: 0 for no effect and ±100 for the full control effect; nearly all actives have a fitted effect of over 60% in size
#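 PC12 cells with ecdysone-inducible HTT exon1 Q103-GFP, induced by 100 nM tebufenozide, given compounds in a concentration series. GFP aggregates (1–25 um, 6 SD above background) counted in lysates by laser-scanning cytometry, 488 nm excitation.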
# Lamin A splicing = modulators of lamin A splicing; hit rate 0.01% among 200,000; Potency, µM (doses to about 46.1 µM), without a hit: top-dose ratio change, negative = inhibition, usual class: inhibitors; HeLa LMNA splicing GFP/RFP minigene ratio, 48 h; active = well fitted inhibition curve with a large enough effect in the signal ratio, with a control signal flat, not every such curve was filed as active; inconclusive = small, poorly fitted or top-dose-only effect, or effect the other way, or a change in a side signal; the % refers to the signal ratio; also: potency is read from the fitted curve at half-maximal effect; % is scaled to controls: 0 for no effect and ±100 for the full control effect
#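 Read-out is the ratio of GFP to DsRed2 object intensity, acquired by 488 nm laser-scanning cytometry on HeLa lamin A-EGFP minigene reporter cells. Compound incubation 48 hrs at 37 °C in Opti-MEM with 2% FBS; DMSO 0.5% final.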
# Epigenetic derep = epigenetic control regulation, reporter derepression | murine LDR cells, GFP reporter derepression, 30 h | Potency, µM (highest dose often 53.9 µM), without a hit: at the top dose GFP activation, actives largely listed as activators | hit rate 0.2% among 280,000 | AID 1865; also: potency is read from the fitted curve at half-maximal effect; % of control where 0% means no effect; nearly all actives have a fitted effect of over 60% in size
#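 In this reporter-derepression format, murine cells bearing a silenced integrated CMV-GFP locus incubate with test compound (30 h, 37 C), then are washed and imaged; fluorescent objects of 20–120 um count as induced cells.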
# NPSR antag = antagonists of human neuropeptide S receptor cAMP signaling; Q6W5P4; CHO-NPSR cells, cAMP TR-FRET, antagonist mode; Potency, µM (top dose mostly 38.3 µM), inactives show at the highest dose activity change, negative = inhibition, most hits filed as inhibitors; hit rate 1% among 220,000; AID 1461; also: potency is read from the fitted curve at half-maximal effect; % is scaled to controls: 0 for no effect and ±100 for the full control effect; nearly all actives have a fitted effect of over 50% in size; many of its hits are not listed in these tables
# Target sequence (Q6W5P4 whole entry, looked up): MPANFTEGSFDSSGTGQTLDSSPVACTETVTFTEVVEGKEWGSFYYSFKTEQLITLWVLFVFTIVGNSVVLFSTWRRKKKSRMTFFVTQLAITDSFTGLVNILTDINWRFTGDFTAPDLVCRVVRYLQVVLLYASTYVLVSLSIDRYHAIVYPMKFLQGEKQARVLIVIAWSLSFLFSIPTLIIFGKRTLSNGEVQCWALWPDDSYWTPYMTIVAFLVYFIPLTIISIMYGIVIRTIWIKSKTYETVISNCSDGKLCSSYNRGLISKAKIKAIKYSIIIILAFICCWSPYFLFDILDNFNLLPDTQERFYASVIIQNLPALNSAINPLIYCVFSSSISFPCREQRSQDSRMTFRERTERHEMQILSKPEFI
# CBFb-RUNX1 inh = inhibitors of human CBF-beta and RUNX1 interaction; Q01196+Q13951; AlphaScreen CBFb-His/RUNX1-biotin binding, biochemical; Potency, µM (top dose mostly 59.8 µM), inactives show top-dose activity, negative = inhibition, hits mostly inhibitors; 230,000 tested, under 10 active; AID 1477; also: % of control where 0% means no effect
# Target sequence (Q01196 whole entry, looked up): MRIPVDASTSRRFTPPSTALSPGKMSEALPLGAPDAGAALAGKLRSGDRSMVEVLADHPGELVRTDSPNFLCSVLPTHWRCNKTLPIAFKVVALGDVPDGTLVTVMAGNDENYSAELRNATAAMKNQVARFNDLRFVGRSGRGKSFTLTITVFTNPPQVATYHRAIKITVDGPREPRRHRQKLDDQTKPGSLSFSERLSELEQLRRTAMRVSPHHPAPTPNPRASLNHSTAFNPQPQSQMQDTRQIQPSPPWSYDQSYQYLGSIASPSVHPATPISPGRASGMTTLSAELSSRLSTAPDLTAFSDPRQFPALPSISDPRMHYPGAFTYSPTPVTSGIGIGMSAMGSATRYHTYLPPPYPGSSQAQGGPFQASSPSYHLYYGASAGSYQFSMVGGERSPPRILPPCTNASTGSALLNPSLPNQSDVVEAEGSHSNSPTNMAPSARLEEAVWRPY
# Target sequence (Q13951 whole entry, looked up): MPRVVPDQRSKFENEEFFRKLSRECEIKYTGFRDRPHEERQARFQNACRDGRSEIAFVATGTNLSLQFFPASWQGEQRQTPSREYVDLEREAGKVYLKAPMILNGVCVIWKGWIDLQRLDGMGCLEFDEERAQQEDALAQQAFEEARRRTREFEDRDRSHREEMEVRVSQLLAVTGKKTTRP
#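 CBF-beta (His) and RUNX1 (biotin), 30 nM each; 20 min preassociation; + compound, 15 min; + beads 50 ng each (Ni, streptavidin), 90 min; RT; AlphaScreen read.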
# * = called active by the depositor; ? = inconclusive; . = not tested or not shown; & = joins results of further samples; [ ] = another dose, or the depositor's remark. Unless noted, calls follow the shape of the dose curve; as a rule, active = well fitted curve in the direction sought with a large enough effect; inconclusive = small, poorly fitted or top-dose-only effect, or another doubt; inactive = no such curve, though single readings can be large; an effect the other way counts as inactive or inconclusive.
# Results follow in this order: Luc counter | IMPase Li inh | HttQ103 aggreg | Lamin A splicing | Epigenetic derep | NPSR antag | CBFb-RUNX1 inh
> C[N+](C)(C)c1ccccc1
  -2% | 10% | 12% | . | 7.6% | -4% | -4%
> O=C1OC(c2ccc(O)c(S(=O)(=O)O)c2)(c2ccc(O)c(S(=O)(=O)O)c2)c2c(Br)c(Br)c(Br)c(Br)c21
  3%[39.9 µM] | -1% | 3% | ? | -0.8% | . | -5%
> C/C(=N\N1CCCCCC1)c1c(O)n(-c2ccccc2C)c(=O)[nH]c1=O
  . | . | 6%[9.22 µM] | . | 0.5% | -30% | 3%
> CCOC(=O)c1sc(N=Nc2c(O)[nH]c(=O)[nH]c2=O)c(C(=O)OCC)c1C
  -1% | 13% | -1% | ? | -1.1% | 2% | -5%
> Cc1ccc(-c2nc(N3CCOCC3)s[n+]2-c2ccccc2)cc1
  -2% | 2% | -17% | 2% | -1.0% | 7% | 4%
> Cc1c(N=Nc2c(O)n(-c3ccc(Br)cc3)c(=O)[nH]c2=O)c(=O)n(-c2ccccc2)n1C
  . | . | 1%[9.22 µM] | . | 2.1% | -11% | ?
> O=C1NC(=O)N(c2ccccc2)C(=O)/C1=C/c1ccoc1
  -1% | 0% | -21% | -17%[46 µM] | -2.9% | 0% | -13%
> CCn1c(O)c(C=Nc2ccc(S(N)(=O)=O)cc2)c(=O)[nH]c1=S
  2% | -6% | -4% | -7% | 1.1% | -5% | -5%
> C=C1C(=O)O[C@@H]2C[C@@H](C)[C@@H]3C=CC(=O)[C@@]3(C)[C@@H](O)[C@H]12
  . | 2% | 2.2µM* | . | 0.0%&-3.2% | -46% | 1%
> COc1cccc(/C=C2\N=C(c3cncc(Br)c3)OC2=O)c1
  1% | 43%[activator] | -6% | -16% | -1.0% | ? | -1%

# Next section, starting with the last four of the part before.
# Results follow in this order: Luc counter | IMPase Li inh | HttQ103 aggreg | Lamin A splicing | Epigenetic derep | NPSR antag | CBFb-RUNX1 inh
> O=C1NC(=O)N(c2ccccc2)C(=O)/C1=C/c1ccoc1
  -1% | 0% | -21% | -17%[46 µM] | -2.9% | 0% | -13%
> CCn1c(O)c(C=Nc2ccc(S(N)(=O)=O)cc2)c(=O)[nH]c1=S
  2% | -6% | -4% | -7% | 1.1% | -5% | -5%
> C=C1C(=O)O[C@@H]2C[C@@H](C)[C@@H]3C=CC(=O)[C@@]3(C)[C@@H](O)[C@H]12
  . | 2% | 2.2µM* | . | 0.0%&-3.2% | -46% | 1%
> COc1cccc(/C=C2\N=C(c3cncc(Br)c3)OC2=O)c1
  1% | 43%[activator] | -6% | -16% | -1.0% | ? | -1%
> CC(=O)OC1C2CCCC1C(N1CCCC1)CC2 (centres undefined)
  -3%&-6% | 30%&-16%[38.3 µM] | 10%&-1% | 4%&-14% | 0.0%&4.6% | -4%&-18%[46.1 µM] | 1%&3%
> CCOc1ccccc1-n1c(O)c(C=NCCCn2ccnc2)c(=O)[nH]c1=O
  . | . | -20%[9.22 µM] | . | -1.3% | 16% | 5%
> COc1ccccc1/C=N/N=C(/N)N[N+](=O)[O-]
  -6% | -8%[38.3 µM] | 0% | ? | -1.8% | -24%[46.1 µM] | -1%
> O=C(NC12CC3CC(CC(C3)C1)C2)OC1CN2CCC1CC2 (centres undefined)
  . | . | 10%[9.22 µM] | . | 0.5% | -23% | 3%
> O=C(Nc1cccc(C(F)(F)F)c1)c1cccn(Cc2ccc3c(c2)OC(F)(F)O3)c1=O
  -4% | 9%[38.3 µM] | -9% | 4% | -1.7% | -24%[46.1 µM] | -6%
> COC[C@H]1OC(=O)c2coc3c2[C@@]1(C)C1=C(C3=O)[C@H]2CCC(=O)[C@@]2(C)C[C@H]1OC(C)=O
  -16% | 15% | . | . | ? | . | 21%[21.7 µM]
> C[C@@H](C(=O)O)c1ccc(-c2ccccc2)c(F)c1
  -1% | 6%&-4% | 4%[20.6 µM] | ? | 3.1% | . | 3%&7%[21.7 µM]
> O=C(NCc1cccnc1)NC1CCCCC1
  -3% | -8%[38.3 µM] | -2% | 10% | -0.8% | -3%[46.1 µM] | 10%
> CC(C)Sc1nnc(OC(=O)N(C)C)n1-c1ccccc1
  . | . | -15%[9.22 µM] | . | -0.3% | -4% | 4%
> COc1ccc(-c2[nH]ncc2CNC(C)Cc2cccc(C)n2)cc1F (centres undefined)
  2% | 6% | -9% | . | 0.3% | -23% | -2%
> Cc1cccc(NC(=O)CSc2ccc(-c3ccco3)nn2)c1
  2% | ? | -9% | ? | 0.0% | 10% | -1%
> COc1cccc(OC)c1C1=NCC(=O)Nc2c1oc1ccc(Br)cc21
  5% | 18% | ? | ? | 2.0% | 10% | -17%
> COc1ccc(Cn2c(O)c(/C=N/NC(=O)c3ccncc3)c(=O)[nH]c2=O)cc1
  . | . | 0%[9.22 µM] | . | 0.0% | 13%[7.67 µM] | ?
> O=C(Nc1ccc(Cl)cc1C(=O)c1ccccc1)c1ccco1
  1% | 6%[38.3 µM] | -13% | 0% | 0.0% | -19%[46.1 µM] | -7%
> CC1CC[C@@]2(OC1)OC1C(O)C3C4CC[C@H]5CC(O[C@@H]6O[C@@H](CO)[C@H](OC7OC(CO)C(O)C(OC8OCC(O)C(O)[C@H]8O)[C@@H]7O[C@@H]7OC(CO)[C@H](O)[C@@H](O[C@@H]8OC(CO)C(O)C(O)C8O)C7O)C(O)C6O)C(O)C[C@]5(C)C4CC[C@]3(C)C1C2C (some centres undefined)
  -3% | 43%[activator] | . | . | -1.3% | . | 1%
> COc1ccccc1-n1c(CNCC2CCCO2)nc2ccccc2c1=O (centres undefined)
  0% | -3% | 2% | -18% | 0.0% | -1% | 0%
> O=C1NO[C@H]2[C@@H]1CN[C@@H]2C(=O)O
  -2% | -7% | . | . | 1.1% | . | -13%
> O=c1[nH]c(=O)n(Cc2ccc(F)cc2)c(O)c1C=NCCCN1CCOCC1
  -1% | 26%[38.3 µM] | -11% | 8% | -1.1% | 0%[46.1 µM] | 8%
> c1ccc2sc(NC3=NCCN3)nc2c1
  -1% | -8% | -4% | ? | -6.1% | 14% | -7%
> CC(=O)[C@@]1(O)CC[C@H]2[C@@H]3C[C@H](C)C4=CC(=O)CC[C@]4(C)[C@H]3CC[C@@]21C
  0% | 2%&0% | 5% | ? | 0.2%&-0.9% | -32% | 5%&19%
> Cc1sc2ncn(CC(=O)N3CCC4(CC3)OCCO4)c(=O)c2c1C
  2% | 19%[38.3 µM] | ? | -7% | 0.0% | 3%[46.1 µM] | 1%
> CCCCC1(CN2CCCC2=O)C(=O)NC(=O)NC1=O
  3% | -3% | -6% | -4% | -0.8% | -7%[46.1 µM] | 0%
> C=CCn1c(O)c(C(CC)=NCc2cccnc2)c(=O)[nH]c1=O
  -10% | 3%[38.3 µM] | 4% | ? | -0.7% | 11%[46.1 µM] | -6%
> COc1ccc2c(c1)CCC1C2CC[C@@]2(C)C(O)CCC12 (some centres undefined)
  0% | -1% | . | ? | 2.7% | . | .
> CCCCC/C=C\C/C=C\CCCCCCCCCC(=O)NCCc1ccc(O)c(O)c1
  1% | 7% | . | . | 2.3% | . | 15%
> COc1cc(C2c3cc4c(c(O)c3CC3COC(=O)C32)OCO4)cc(OC)c1OC (centres undefined)
  -7% | 12% | . | ? | 3.0% | . | .
> CC(=O)Nc1ccccc1C(=O)OCC(=O)c1cccc2ccccc12
  -1% | -5%[38.3 µM] | 4% | 17% | 0.0% | -21%[46.1 µM] | 8%
> COC(=O)C1CN(C#N)N(c2ccc(Cl)cc2)C12c1ccccc1-c1ccccc12 (centres undefined)
  -4% | 18% | ? | ? | 14% | 7.9µM* | 11%
> S=P(NC1CCCCC1)(N1CC1)N1CC1
  . | . | 10%[9.22 µM] | . | 2.8% | 7% | 2%
> CCCNC(=O)c1c(N)n(Cc2ccc3c(c2)OCO3)c2nc3ccccc3nc12
  2% | 5%[38.3 µM] | -27% | 16% | 13% | -1%[46.1 µM] | 4%
> CNC(=O)Oc1cccc(-c2cn3cc(Cl)ccc3n2)c1
  10µM* | -7% | -20% | ? | 2.6% | 1% | 20%
> COc1cccc(N2CCN(Cc3ccc(Cl)cc3)CC2)c1
  2% | 13%[38.3 µM] | 10%[9.22 µM] | 7% | 13% | -8%[46.1 µM] | ?
> CCCC1(CCC)C(=O)NC(=Nc2ccc(C)cc2)NC1=O
  8% | 4% | 20% | 5%[46 µM] | -6.8% | -7% | 12%
> O=C1NC(=O)N(Cc2ccccc2)C(=O)/C1=C/c1cnn(-c2ccccc2)c1
  -1% | 5% | 5% | . | -0.1% | -1% | 0%
> CC(=NCCN1CCOCC1)c1c(O)n(C2CCCCC2)c(=O)[nH]c1=O
  6% | -12%[38.3 µM] | 0% | ? | 1.2% | -32%[46.1 µM] | -3%
> CNC(=O)O/N=C(/C)SC
  -4% | -3% | . | 0% | -0.1% | . | .
> COc1ccc(C2=NCc3nnc(C)n3-c3ccc(Cl)cc32)cc1Cl
  2% | 5% | 19% | ? | 0.0% | -10%[46.1 µM] | 12%
> O=C1NC(=O)C2=Cc3ccc(O)cc3OC2(O)N1 (centres undefined)
  -2% | 6% | -13% | . | 1.1% | 18% | -5%
> OCC1(CO)COC(c2cccnc2)N1 (centres undefined)
  -2% | -1%[38.3 µM] | -1% | 2% | -0.7% | -4%[46.1 µM] | -4%
> CCC1CN2CCC1CC2C(O)c1ccnc2ccccc12 (centres undefined)
  -1% | -1% | . | . | -5.1% | . | -2%[21.7 µM]
> COC(=O)c1ccc(N2CCN(C)CC2)c([N+](=O)[O-])c1
  2% | 5% | -12% | . | -1.5% | 8% | 15%
> COc1ccc(/C=C2\C(=O)NC(=O)N(Cc3ccccc3)C2=O)c(OC)c1OC
  3% | -2% | ? | . | 5.6% | -14% | -7%
> CN1CCN(c2cc(N3CCNCC3)ccc2[N+](=O)[O-])CC1
  -6% | 4% | -14% | -3% | -0.9% | 10% | -9%
> CC(C)(C)c1cc([N+](=O)[O-])cc(C(C)(C)C)c1O
  -4% | 24% | 7.9µM* | ? | -2.1% | -46% | 14%
> CCCCCn1c(=O)c(C(=O)Nc2cnccn2)c(O)c2ccccc21
  -3% | 7% | . | ? | 2.1% | -49% | 8%

# A portion of the library (hit frequency here may not be typical).
